D1 mod = allosteric modulators of human D1 dopamine receptor; B-score at 10 µM; P21728; 58,000 tested, 5.9% active; AID 641; HEK293 D1, CRE-luciferase, dopamine EC30 potentiation; actives deviate in either direction;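 active = luminescence count or its row- and column-corrected plate score outside the 99.7% band of the plate's sample wells, on either side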
AP complement = alternative pathway complement inhibition, orthogonal assay. Human serum alternative complement pathway, LPS-coated ELISA, C3 deposition; tested in compound mixtures. inhibition, % at 5 µM. 62,000 tested, 0.08% active. AID 1235;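 active = inhibition above 30% in each of the two pooled mixtures holding the compound, so the lower value exceeds 30%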;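 also: 0% = serum in Mg-EGTA without compound and 100% = EDTA serum blank; some compounds past the cut are filed as inactive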
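Test system – human serum alternative complement pathway, C3 deposition on LPS-coated wells · Buffer or medium – diluted human serum in Mg2+-EGTA GVB++ · Compound dosing – 5 µM each compound, pools of ten, 50 µM per pool · Schedule – 1 h serum-compound exposure at 37 °C · Measured by – Anti-C3 ELISA, OD 450 nm · Read-out basis – percent inhibition of C3 deposition onto LPS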
MKP-1 inh = inhibitors of human MKP-1 phosphatase | P28562 | recombinant MKP-1, OMFP hydrolysis fluorescence | AID 374 | 65,000 tested, 0.15% active | inhibition, %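 (compounds tested at a single concentration somewhere between 10 and 100 µM)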;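 active = inhibition above about 50%, limit read from the data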;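 also: 0% = DMSO max control wells and 100% = wells with enzyme stopped by NaOH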
Cdc25B inh = human M-phase inducer phosphatase 2 inhibition; recombinant Cdc25B, OMFP fluorescence Ex485/Em525; inhibition, %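 (compounds tested at 10 µM final in the well)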; 65,000 tested, 0.1% active; AID 368; in the data active = inhibition above about 50%
CatB inh = human cathepsin B inhibition | P07858 | purified cathepsin B, fluorogenic substrate, fluorescence | inhibition, %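 (tested at 10 µM)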 | 63,000 tested, 0.1% active | AID 453; in the data active = inhibition above about 21%;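 also: 0% = enzyme with no compound and 100% = no enzyme blank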
Ecoli tolC = blocks growth of E. coli BW25113 tolC mutant; growth inhibition, % at 10 µM (by protocol); AID 573; 65,000 tested, 2.2% active; OD615;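 active = growth inhibition at or above a cutoff equal to the mean over every tested compound plus 3 SD, cut at about 60% in these data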;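 also: growth measured after 20 h incubation at 37 °C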
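Assay system: tolC-deleted E. coli BW25113. Medium: kanamycin-containing LB broth (50 µg/mL). Dosing: 10 µM final, single dose. Timing: bacterial growth with compound for 20 h at 37 °C. Detection: A615 absorbance measurement. Read-out basis: growth inhibition in percent.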
Hsp90 block = displaces geldanamycin probe from tumor Hsp90. inhibition, % at 30 µM. NCI-N417 lysate Hsp90, Cy3B-geldanamycin FP displacement. P07900. 64,000 tested, 0.35% active. AID 429;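 active = inhibition above 50%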;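 also: 0% = tracer plus lysate wells and 100% = tracer alone without lysate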
E coli RNAP = blocks E. coli RNA polymerase transcription | P0A8V2 | inhibition, %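 (tested at 10 µM)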 | 62,000 tested, 0.2% active | fluorescence transcription assay | AID 559; in the data active = inhibition above about 20%;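 also: 0% = enzyme without compound and 100% = no enzyme blank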
Target sequence (P0A8V2 whole entry, looked up): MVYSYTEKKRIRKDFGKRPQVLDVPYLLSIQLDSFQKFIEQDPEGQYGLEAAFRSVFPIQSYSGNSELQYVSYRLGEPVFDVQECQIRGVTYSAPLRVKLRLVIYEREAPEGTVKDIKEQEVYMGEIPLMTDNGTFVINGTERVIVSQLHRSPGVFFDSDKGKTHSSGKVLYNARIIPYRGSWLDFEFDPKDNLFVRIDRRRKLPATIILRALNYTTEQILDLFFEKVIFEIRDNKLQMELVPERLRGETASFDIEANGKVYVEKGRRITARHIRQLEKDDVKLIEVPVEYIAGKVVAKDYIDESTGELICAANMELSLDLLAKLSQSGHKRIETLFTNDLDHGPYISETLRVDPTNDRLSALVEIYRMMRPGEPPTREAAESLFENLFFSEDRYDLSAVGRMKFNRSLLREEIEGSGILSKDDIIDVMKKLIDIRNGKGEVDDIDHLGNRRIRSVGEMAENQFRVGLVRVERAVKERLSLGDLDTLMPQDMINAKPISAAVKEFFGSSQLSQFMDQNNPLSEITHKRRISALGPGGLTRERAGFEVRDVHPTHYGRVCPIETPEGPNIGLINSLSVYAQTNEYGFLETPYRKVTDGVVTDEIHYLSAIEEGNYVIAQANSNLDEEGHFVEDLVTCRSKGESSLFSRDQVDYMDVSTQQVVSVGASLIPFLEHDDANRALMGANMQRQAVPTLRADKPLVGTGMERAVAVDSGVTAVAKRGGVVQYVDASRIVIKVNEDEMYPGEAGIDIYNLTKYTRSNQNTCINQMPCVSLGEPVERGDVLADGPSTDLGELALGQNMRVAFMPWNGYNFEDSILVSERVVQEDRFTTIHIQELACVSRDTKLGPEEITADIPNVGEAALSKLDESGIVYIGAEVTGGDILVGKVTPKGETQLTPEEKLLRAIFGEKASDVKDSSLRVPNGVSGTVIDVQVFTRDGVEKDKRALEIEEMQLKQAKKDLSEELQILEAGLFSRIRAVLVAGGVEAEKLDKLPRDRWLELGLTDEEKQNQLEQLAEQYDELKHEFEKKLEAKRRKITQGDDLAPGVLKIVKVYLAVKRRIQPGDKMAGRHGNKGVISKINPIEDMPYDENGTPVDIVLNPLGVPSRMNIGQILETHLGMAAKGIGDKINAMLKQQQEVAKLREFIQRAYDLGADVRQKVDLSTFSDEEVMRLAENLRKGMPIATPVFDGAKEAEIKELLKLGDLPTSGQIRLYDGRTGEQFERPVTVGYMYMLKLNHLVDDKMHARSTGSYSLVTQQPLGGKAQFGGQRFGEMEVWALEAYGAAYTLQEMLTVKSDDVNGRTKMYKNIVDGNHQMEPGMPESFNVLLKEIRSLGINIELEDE
CatB mix inh = human cathepsin B inhibition by mixtures; Purified cathepsin B, AMC dipeptide fluorescence, compound mixtures; inhibition, %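 (ten-compound pools at 5 µM per compound and 50 µM total)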; 62,000 tested, 0.06% active; in the data active = inhibition above about 22%, passing the limit was not always enough;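 also: 0% = enzyme without compound and 100% = no enzyme blank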
* = called active by the depositor; . = not tested or not shown; & = joins results of further samples.

no. | canonical_smiles | D1 mod | AP complement | MKP-1 inh | Cdc25B inh | CatB inh
1 | CC(C)OC(=O)Cn1c(=O)sc2ccccc21 | . | 7 | -1 | 1 | 4
2 | CCN(CC)CCN1C(=O)C(O)=C(C(=O)c2cccs2)C1c1ccc(C)o1 (stereo not drawn) | -0.23 | 2 | -2 | -15 | 3
3 | CCN1CCN(CCCNC(=O)c2cn(CCOC)c(=O)c3c2c2ccccc2n3C)CC1 | -0.12 | -6 | 1 | -18 | 8
4 | Cc1ccc(-n2ncc(C(=O)O)c2C2CCN(C(=O)OC(C)(C)C)CC2)cc1 | -0.065 | -7 | 28 | 37 | 1
5 | COc1ccccc1OCCCn1c(C)c(C#N)c2ccccc21 | 0.37 | 10 | 8 | -18 | 0
6 | Cc1ccc(S(=O)(=O)NCC(=O)OCC(=O)c2cccs2)cc1 | . | 15 | 12 | -2 | 3
7 | CC(NC(=O)COc1ccc(Br)cc1)C(=O)O (stereo not drawn) | 1.1 | 8 | -6 | 8 | 3
8 | COc1ccc(OC)c(NC(=O)CCC(=O)Nc2nnc(C(F)(F)F)s2)c1 | . | 20 | 4 | -6 | 6
9 | Cc1nn(C(=O)CN2C(=O)c3ccccc3C2=O)c(C)c1Br | -0.31 | 0 | 2 | -12 | 3
10 | CCc1ccccc1NC(=O)c1nnn(CC(=O)Nc2ccccc2C)c1N | -0.98 | 11 | 2 | 9 | -1
11 | N#Cc1ccsc1NC(=O)COC(=O)CCCSc1nc2ccccc2s1 | -2.2 | 10 | 22 | -5 | 1
12 | CCOC(=O)c1cnc(SCC(=O)N2CCN(c3ccccc3)CC2)nc1N | 0.14 | -19 | 7 | -10 | 3

no. | Ecoli tolC | Hsp90 block | E coli RNAP | CatB mix inh
1 | -2 | . | 5 | 1
2 | -13 | -3 | 2 | -10
3 | -12 | -2 | 9 | 3
4 | 5 | 0 | -4 | -4
5 | 57 | -1 | 3 | 1
6 | -15 | -5 | 7 | 3
7 | -12 | -2 | 10 | 5
8 | -30 | 2 | 0 | -2
9 | 12 | -1 | 10 | 2
10 | -11 | 5 | -8 | -1
11 | 24 | -9 | 14 | 2
12 | 30 | -1 | 2 | 2

Overlap with the part before: three compounds; new compounds follow.
no. | canonical_smiles | D1 mod | AP complement | MKP-1 inh | Cdc25B inh | CatB inh
10 | CCc1ccccc1NC(=O)c1nnn(CC(=O)Nc2ccccc2C)c1N | -0.98 | 11 | 2 | 9 | -1
11 | N#Cc1ccsc1NC(=O)COC(=O)CCCSc1nc2ccccc2s1 | -2.2 | 10 | 22 | -5 | 1
12 | CCOC(=O)c1cnc(SCC(=O)N2CCN(c3ccccc3)CC2)nc1N | 0.14 | -19 | 7 | -10 | 3
13 | CC(=O)C1=C(C)NC(SCC(=O)c2ccc(Cl)cc2)=C(C#N)C1c1ccco1 (stereo not drawn) | -1.9 | 6 | 10 | -12 | 3
14 | Cc1cc2ccccc2n1CCNC(=O)c1ccccc1 | -0.42 | 1 | -6 | 2 | -2
15 | COc1ccccc1CC(=O)NC1CC(C)(C)NC(C)(C)C1 | -0.057 | 20 | 3 | -5 | -1
16 | Cc1ccc(OCC(O)CN2CCN(c3ccccc3)CC2)cc1 (stereo not drawn) | -2.1 | 8 | 3 | -12 | -1
17 | CCOc1ccc(CN(C(=O)c2ccco2)C2CCS(=O)(=O)C2)cc1 (stereo not drawn) | 0.46 | -13 | -21 | -3 | 4
18 | CC(=O)Nc1nonc1-c1nc2ccccc2n1N(C(C)=O)C(C)=O | 0.0089 | 14 | 13 | 8 | 1
19 | COc1ccc2[nH]c(=O)c(CN(C(=O)c3ccncc3)C(C)C)cc2c1 | 0.18 | 12 | 0 | 13 | 5
20 | CCOC(=O)N1CCN(C(=O)COc2cc(=O)n(C)c3ccccc23)CC1 | -0.57 | -9 | -4 | -13 | 5
21 | COc1ccc(NC(=O)CCn2nc(C)cc2C)cc1 | 0.48 | 7 | 8 | -6 | 2
22 | Cc1ccc(Cl)cc1NS(=O)(=O)c1c(C)[nH]c(=O)[nH]c1=O | -1.6 | 11 | -19 | -13 | 3
23 | Cc1ccc(C)c2[nH]c(=O)c(CCNC(=O)C(C)C)cc12 | -0.25 | 16 | -3 | 1 | -1
24 | CCCCc1c(C)c2ccc(OC)c(/C(C)=N\O)c2oc1=O | -0.29 | -7 | -4 | -5 | 5

no. | Ecoli tolC | Hsp90 block | E coli RNAP | CatB mix inh
10 | -11 | 5 | -8 | -1
11 | 24 | -9 | 14 | 2
12 | 30 | -1 | 2 | 2
13 | 50 | -4 | 6 | 2
14 | 14 | 3 | 14 | 0
15 | -10 | 4 | 0 | 6
16 | 1 | . | 3 | 3
17 | 8 | 3 | -8 | -3
18 | 3 | -6 | 4 | 10
19 | -3 | -4 | 6 | 7
20 | -6 | -5 | 6 | 8
21 | -15 | 3 | 4 | -2
22 | 2 | -4 | 3 | 0
23 | -4 | -3 | 8 | 0
24 | 20 | 2 | 7 | -2

More results follow:
no. | canonical_smiles | D1 mod | AP complement | MKP-1 inh | Cdc25B inh | CatB inh
25 | CC1(C)CC(N(Cc2ccco2)C(=O)Cc2ccccc2)CCO1 (stereo not drawn) | -1.2 | . | -19 | 28 | -1
26 | CCn1cc(CNC(=O)CCc2ccc(OC)cc2)cn1 | -1.5 | 0 | 4 | 23 | 3
27 | Cn1c(CSCc2ccccc2Cl)nnc1SCC(=O)Nc1nccs1 | 0.18 | -4 | 10 | -5 | 0
28 | NC(=O)c1c(NC(=O)Cc2cccs2)sc2c1CCC2 | 2.4 | -6 | -1 | -10 | 1
29 | CN1CCN(C(=O)c2cnn3c(C(F)F)cc(C4CC4)nc23)CC1 | 0.68 | 16 | 5 | -1 | -5
30 | CCN1/C(=C/C(C)=O)Sc2ccc(OC)cc21 | 0.23 | 2 | 17 | -8 | .
31 | Cc1ccc(C)c(OCCOCCN2CCOCC2)c1 | -1.4 | 18 | 1 | -6 | -2
32 | O=C(O)CCC(=O)Nc1ccc(N2CCCCC2)c(C(=O)O)c1 | -0.26 | 4 | -4 | 2 | 4
33 | N#Cc1ccc(COC(=O)Cn2nnc(-c3ccccc3)n2)cc1 | 0.71 | 6 | -5 | -20 | -9
34 | COc1ccc(Cl)cc1C(=O)n1nc(C)cc1C | 2.6 | -7 | -8 | 3 | 0
35 | COc1ccc(-c2noc(CN(C)S(=O)(=O)c3ccc(C)cc3)n2)cc1 | 0.14 | 1 | -15 | -7 | 2
36 | COc1ccccc1OCC(O)Cn1c(=N)n(CCN2CCCCC2)c2ccccc21 (stereo not drawn) | -2.5* | . | -5 | -4 | .

no. | Ecoli tolC | Hsp90 block | E coli RNAP | CatB mix inh
25 | 5 | 5 | 8 | .
26 | -11 | 0 | 3 | 7
27 | 6 | -2 | 8 | -5
28 | 12 | -5 | 7 | -7
29 | -16 | 2 | 5 | 6
30 | 3 | -2&-11 | . | -3
31 | -5 | -3 | 2 | -2
32 | -16 | -5 | 0 | 14
33 | -3 | -2 | 8 | 5
34 | -2 | 10 | -17 | 2
35 | 32 | -8 | 7 | -4
36 | 14 | -10 | . | .

Next structures follow.
no. | canonical_smiles | D1 mod | AP complement | MKP-1 inh | Cdc25B inh | CatB inh
37 | CC(C)C(=O)NCCc1nc2ccccc2n1C | -0.73 | 11 | 9 | -8 | -3
38 | O=C(CSc1n[nH]c(-c2ccncc2)n1)NCCc1ccccc1 | 0.69 | 0 | 6 | -5 | 6
39 | C=CCNC(=O)c1ccccc1Cl | . | -9 | -3 | -11 | 7
40 | CC1CN(c2nc3ccccn3c(=O)c2/C=C(\C#N)S(=O)(=O)c2ccccc2)CC(C)O1 (stereo not drawn) | 3.9 | 1 | 12 | 3 | 4
41 | COc1ccc(C(=O)N2c3cc4c(cc3C(C)=CC2(C)C)OCO4)cc1 | 0.34 | 1 | 2 | -17 | 5
42 | O=C(COc1ncnc2sccc12)Nc1ccc2c(c1)OCCO2 | -0.45 | -1 | 27 | -10 | 3
43 | Cc1csc(NC(=O)CNC(=O)OCc2ccccc2)n1 | -1.1 | -1 | 21 | -2 | 3
44 | CC(=O)c1cccc(NC(=O)N2CCc3ccccc3C2)c1 | 0.34 | 12 | 9 | -1 | 0
45 | Cc1ccccc1NC(=O)c1cc(S(=O)(=O)N2CCOCC2)cs1 | 0.062 | . | -1 | -4 | .
46 | CCCCC(CC)C(=O)Nc1ccccc1C#N (stereo not drawn) | 0.68 | 2 | -12 | -5 | 9
47 | CC(=O)Nc1ccccc1O | -0.0044 | 8 | -14 | -25 | 1
48 | COc1ccc(CC(NC(C)=O)C(=O)NC2CCN(C(=O)Nc3ccc(C#N)cc3)CC2)cc1OC (stereo not drawn) | -0.53 | 12 | 11 | 4 | -2

no. | Ecoli tolC | Hsp90 block | E coli RNAP | CatB mix inh
37 | -14 | -2 | 8 | -8
38 | -9 | -1 | 4 | 0
39 | -6 | 2 | 4 | 3
40 | -9 | -4 | -10 | 5
41 | 74* | -2 | 10 | 1
42 | 8 | -2 | 7 | 0
43 | 6 | -4 | 7 | 2
44 | 7 | -7 | -8 | 11
45 | -19 | -1 | . | .
46 | -28 | 1 | 16 | 6
47 | 10 | 4 | 12 | 8
48 | -12 | 0 | 4 | 8

(cont.)
no. | canonical_smiles | D1 mod | AP complement | MKP-1 inh | Cdc25B inh | CatB inh
49 | CCCCNc1cc(=O)n(C)c(=O)n1C | -0.55 | 11 | 16 | -1 | 0
50 | COc1ccc(C(=O)/C=C/Nc2cccc(C)n2)cc1OC | . | 7 | 8 | 9 | -2
51 | COc1ccc(CNC(=O)c2cnc3n(c2=O)CCS3)cc1 | 0.68 | 14 | 3 | 3 | 7
52 | COc1ccc2c(c1)cc(C)c1nnc(SCC(=O)N3CCN(C(=O)c4ccco4)CC3)n12 | 0.13 | 11 | 27 | -9 | 7
53 | O=C(NC1CCCCC1)[C@H](O)[C@@H](O)C(=O)NC1CCCCC1 | . | . | -8 | 17 | 1
54 | CS(=O)(=O)N(CC(=O)Nc1cccc(F)c1)Cc1ccccc1 | -0.66 | 12 | -15 | -1 | 1
55 | O=C(Nc1cccc(Cn2cccn2)c1)c1cc2c(s1)CCCC2 | 0.023 | 0 | 1 | -5 | 3
56 | Cc1cc(NC(=O)CSc2nc3c(c(-c4cccnc4)c2C#N)CCC3)no1 | 0.85 | -4 | 0 | 0 | 0
57 | COc1cc(C(=O)N(Cc2ccco2)Cc2cc3ccccc3[nH]c2=O)cc(OC)c1OC | 0.0064 | 7 | 3 | -9 | 1
58 | CN(C)CCNC(=O)c1ccc(CS(=O)(=O)c2c(Cl)cccc2Cl)o1 | 0.48 | 18 | 7 | 2 | 0
59 | COc1ccc(CCNC(=O)c2c(-c3ccccc3)noc2C)cc1OC | -0.62 | 19 | 5 | -7 | 3
60 | O=S(=O)(c1ccc2ccccc2c1)N1CCCOC1 | -0.55 | 11 | 19 | -14 | -4
61 | Cc1ccc(C)c(Cn2nnc3c(=O)[nH]c(C(=O)NCC4CCCO4)nc32)c1 (stereo not drawn) | . | 6 | 19 | -1 | 0

no. | Ecoli tolC | Hsp90 block | E coli RNAP | CatB mix inh
49 | -13 | -5 | 9 | 4
50 | -3 | -5 | 12 | 2
51 | -6 | 1 | 3 | 4
52 | -4 | 0 | 6 | 2
53 | 0 | 5 | 6 | .
54 | -5 | -4 | 5 | 6
55 | 51 | -11 | 10 | 5
56 | 2 | -6 | 6 | 4
57 | -15 | -5 | 1 | -2
58 | -11 | -1 | 1 | 3
59 | -1 | 0 | 5 | 7
60 | -2 | 3 | -2 | -5
61 | 7 | 0 | 1 | -1

Source: PubChem (several laboratories)
